Source: PubChem BioAssay (NMMLSC)
T cell HTS: T cell immune modulation candidate. 2C CD8+ T cell-vesicle binding, flow cytometry; active compounds read low. calls only at 7 µM. 330,000 compounds, 0.068% hits;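 active means response, share of CD8 T cells binding vesicles, and their 90th percentile fluorescence all below set limits, cut at about 80% in these data, passing the limit was not always enough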
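System: murine 2C transgenic CD8+ T lymphocytes; also added: QL9-loaded Drosophila micro-vesicles; times: binding 1.5 h at 37 °C; measured by: flow cytometry, PE anti-B7-1 (FL2) versus Alexa647 anti-CD8 (FL8), PFA-fixed; control set: Peptide-free naked vesicles (low) and QL9 vesicles with 0.7% DMSO vehicle (high)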
Myeloid diff 2: compounds promoting myeloid differentiation; 360,000 compounds, 1% hits; ER-HoxA9 myeloid progenitors, lysozyme-GFP differentiation, flow cytometry; calls only at 10 µM; AID 624256;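 active means normalized GFP-positive differentiation at or above the plate's own cutoff, the solvent-only control mean plus 3 SD; inconclusive means no clear call, values can overlap the other calls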;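 further: cells exposed to compound for four days before flow analysis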
T cell HTS vesicle-bound %: recorded beside T cell HTS, whose call it bears; double positive events, %; measured here: CD8+ vesicle-bound cell fraction;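 binding gate set so that unloaded-vesicle control wells show 10% double positive cells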
Myeloid diff 2 GFP+ MAC1+ %: also measured in Myeloid diff 2; calls as there; GFP+ MAC1+ double positive, %; measured here: differentiation confirmed by MAC1 staining
Active calls of the source: *; i = inactive; u = inconclusive; x = not tested or not shown. Not all compounds are listed; count on the stated rates, not on these rows.

SMILES | T cell HTS | T cell HTS vesicle-bound % | Myeloid diff 2 | Myeloid diff 2 GFP+ MAC1+ %
O=c1cc(CSc2ccc(Cl)cc2)nc(-c2ccccn2)[nH]1 | i | 44 | u | x
Cc1ccc(OCCNC(=O)CCNS(=O)(=O)c2ccc(C)cc2)cc1 | i | 20 | i | 0.4
CCOc1ccc(CCNC(=O)CN(C)S(=O)(=O)c2cccs2)cc1OCC | i | 48 | i | 1.1
CCCn1c(SCC(=O)Nc2ccc3c(c2)OCO3)n[nH]c1=O | i | 46 | i | 1.4
O=C(OCC(=O)N1CCc2ccccc2C1)c1ccc(Cl)c([N+](=O)[O-])c1 | i | 28 | i | 0.9
COc1ccc(Cl)cc1NC(=O)CN(C)C(=O)c1ccc(-n2cncn2)cc1 | i | 51 | i | 0.8
O=C(COC(=O)C1CCN(S(=O)(=O)c2ccc(Cl)c(C(F)(F)F)c2)CC1)NCc1ccco1 | i | 54 | i | 1.6
Nc1nc(COC(=O)C2CC(=O)N(Cc3ccccc3Cl)C2)nc(Nc2ccccc2)n1 (centres undefined) | i | 46 | i | 0.5
Cc1ccc(C)c(OCCC(=O)OCC(=O)NCCc2ccc(S(N)(=O)=O)cc2)c1 | i | 31 | i | 0.8
C=CCn1c(SCC(=O)c2ccc(O)c(O)c2)nnc1-c1cccc(Cl)c1 | i | 55 | i | 0.9
O=C(NC1CC(=O)N(c2ccccc2)C1)N1CCN(C(=O)c2ccco2)CC1 (centres undefined) | i | 10 | i | 0.6
Nc1c(N(Cc2ccco2)C(=O)c2ccc(Br)cc2)c(=O)[nH]c(=O)n1Cc1ccccc1 | i | 15 | i | 0.9
CCOc1ccc(S(=O)(=O)NCCC(=O)N2CC(C)CC(C)C2)cc1 (centres undefined) | i | 42 | i | 0.6
Cc1ccc(S(=O)(=O)N2CCOCC2)cc1NC(=O)C(c1ccc(Cl)cc1)C(C)C (centres undefined) | i | 40 | i | 0.6
Cc1ccc(S(=O)(=O)NCCC(=O)NC2CCC(C)CC2)cc1 (centres undefined) | i | 29 | i | 0.6
Cc1cnc(NC(=O)Nc2ccccc2)c(C)n1 | i | 14 | i | 0.4
O=C(COC(=O)C1CC1)Nc1nc(-c2ccc(F)c(F)c2)cs1 | i | 42 | i | 1.1
CC(C)(C)c1ccc(C(=O)CCC(=O)OCC(=O)NCCc2ccc(S(N)(=O)=O)cc2)cc1 | i | 58 | i | 0.8
OCC[C@H]1C[C@H](O)[C@@H](O)[C@]2(CCCCO2)O1 | i | 41 | i | 3.7
Cc1ccc(OCC(=O)Nc2nc(-c3ccccn3)cs2)c(C)c1 | i | 58 | i | 0.7
CCOC(=O)[C@@H](C)NS(=O)(=O)N(Cc1ccccc1)[C@H](C(=O)OC)C(C)C | i | 44 | i | 3.1
Cc1ccc(N2CCN(c3ccc([N+](=O)[O-])cn3)CC2)c(C)c1 | i | 57 | i | 0.5
CC(=O)Nc1ccc(N2Cc3ccccc3C2)cc1 | i | 44 | i | 0.3
CCC1(CC)NC(=O)N(CC(=O)Nc2ccc(-n3cnnn3)cc2)C1=O | i | 49 | i | 1.0
CN(CC(=O)Nc1ccccc1C(F)(F)F)C(=O)C1CCN(C(=O)c2ccc(Cl)cc2)CC1 | i | 28 | i | 0.6
CCOC(=O)[C@H]1[C@H]2COc3ccc(Br)cc3[C@@H]2N2C(=O)CN(Cc3ccccc3)C(=O)[C@@]12C | i | 30 | i | 2.5
COc1ccc(CNC(=O)COC(=O)[C@H](Cc2ccccc2)NC(=O)c2cccs2)cc1 | i | 8 | i | 1.3
CCC[C@@H]1CCCO[C@@](C(=O)NCCN2CCOCC2)(C(F)(F)F)C1 | i | 27 | i | 1.6
C[C@H](CO)N1C[C@H](C)[C@@H](CN(C)C(=O)Nc2ccccc2)Oc2c(NC(=O)Nc3ccccc3)cccc2C1=O | i | 19 | i | 0.7
COc1ccc(N2CCN(S(=O)(=O)c3c[nH]c(=O)[nH]c3=O)CC2)cc1 | i | 55 | i | 1.4
O=C(O)[C@H]1CCCC[C@H]1C(=O)Nc1ccc(S(=O)(=O)N2CCCCC2)cc1 | i | 24 | i | 0.6
CCCCn1c(N)c(N(CCC(C)C)C(=O)COC(=O)c2cccnc2Cl)c(=O)[nH]c1=O | i | 48 | i | 0.1
O=C(OCc1ccc([N+](=O)[O-])cc1)c1cc(S(=O)(=O)N2CCCCC2)ccc1N1CCOCC1 | i | 44 | i | 0.9
C=CC[C@@H](CC(=O)N(CCO)Cc1ccccc1)C(=O)NC[C@H](OC(=O)[C@@H](CC=C)CC(=O)OC(C)(C)C)c1ccccc1 | i | 2 | i | 2.3
CN(C)CCn1c(NCc2ccc3c(c2)OCO3)nc2ccccc21 | i | 57 | i | 0.1
Cc1ccc(N(Cc2ccccc2)C(=O)c2cccc(S(=O)(=O)N3CCN(C)CC3)c2)cc1 | i | 27 | i | 0.7
Cn1nc(C(=O)OCC(=O)Nc2ccc(SC(F)F)cc2)c2ccccc2c1=O | i | 55 | i | 0.9
OCOCCCn1c(C2CCCN2c2nc(-c3ccc(F)cc3)cs2)nc2cc(Cl)c(N3CCCCC3)cc21 (centres undefined) | i | 9 | i | 3.5
COc1ccc(CCNC(=O)c2ccc(=O)[nH]c2)cc1OC | i | 62 | i | 0.5
CC(OC(=O)/C=C/c1cccs1)C(=O)Nc1ccc(C(N)=O)cc1 (centres undefined) | i | 40 | i | 0.2

Some of these compounds in order of number of heavy atoms, low to high:
SMILES | T cell HTS | T cell HTS vesicle-bound % | Myeloid diff 2 | Myeloid diff 2 GFP+ MAC1+ %
CCC1(CC)NC(=O)N(CC(=O)Nc2ccc(-n3cnnn3)cc2)C1=O | i | 49 | i | 1.0
O=C(O)[C@H]1CCCC[C@H]1C(=O)Nc1ccc(S(=O)(=O)N2CCCCC2)cc1 | i | 24 | i | 0.6
Cn1nc(C(=O)OCC(=O)Nc2ccc(SC(F)F)cc2)c2ccccc2c1=O | i | 55 | i | 0.9
CCOC(=O)[C@H]1[C@H]2COc3ccc(Br)cc3[C@@H]2N2C(=O)CN(Cc3ccccc3)C(=O)[C@@]12C | i | 30 | i | 2.5

The listing continues:
SMILES | T cell HTS | T cell HTS vesicle-bound % | Myeloid diff 2 | Myeloid diff 2 GFP+ MAC1+ %
CC(C)(C)OC(=O)C[C@@H]1C/C=C\C[C@@H](CC(=O)N(CCO)Cc2ccccc2)C(=O)N2CCC[C@@H]2COC1=O | i | 15 | i | 0.4
CN(C)CCOc1ccc(-c2c(-c3ccsc3)sc3ccccc23)cc1 | i | 18 | i | 1.0
Cc1onc(-c2ccccc2)c1C(=O)OCc1nnc(-c2ccc([N+](=O)[O-])cc2)o1 | i | 46 | i | 1.3
COc1ccc(/C=C/C(=O)OCC(=O)NC2CCCC(C)C2C)c(OC)c1 (centres undefined) | i | 2 | i | 0.9
CCOc1ccc(/C(O)=C2/C(=O)C(=O)N(c3ccccn3)C2c2ccc(C)cc2)c(C)c1 (centres undefined) | i | 21 | i | 0.7
C#CCOCCOCCOCCNc1nc(N2CCN(C(=O)[C@H]([C@@H](C)CC)n3cc(CCCCN)nn3)CC2)nc(N2CCN(C(=O)[C@H](CCCCN)n3cc(CCC(=O)O)nn3)CC2)n1 | i | 7 | i | 0.4
Cc1nnc(SCC(=O)N(C)c2ccccc2)n1-n1cccc1 | i | 32 | i | 1.0
CC1CCN(C(=O)CN2C(=O)C(=O)N(C(C)C)C2=O)c2ccccc2S1 (centres undefined) | i | 42 | i | 0.8
O=C1CCc2cc(S(=O)(=O)Nc3ccccc3Cl)ccc2N1 | i | 53 | i | 0.9
CCC(=O)NC(c1cc(Cl)c2cccnc2c1O)C(C)C (centres undefined) | i | 18 | u | x
CC(C)CN(C(=O)C1=NN(c2ccccc2)C(=O)CC1)c1c(N)n(Cc2ccccc2)c(=O)[nH]c1=O | i | 40 | i | 0.5
Cc1ccccc1C(=O)NCC(=O)OC(C)C(=O)Nc1cccc(S(=O)(=O)N2CCOCC2)c1 (centres undefined) | i | 43 | i | 0.4
Cc1noc(C)c1C(=O)OCC(=O)Nc1ccc(N2CCOCC2)cc1 | i | 40 | i | 0.9
CC(OC(=O)/C=C/c1ccc2ccccc2n1)C(=O)NCc1ccccc1 (centres undefined) | i | 53 | i | 0.8
O=C(COC(=O)CCN1C(=O)C2CC=CCC2C1=O)NCCc1ccc(F)cc1 (centres undefined) | i | 43 | i | 0.2
Cn1c(N)c(C(=O)COC(=O)c2ccccc2C(F)(F)F)c(=O)n(C)c1=O | i | 9 | i | 1.0
Cn1c(N)c(C(=O)CSc2nc(C3CC3)n(-c3ccccc3)n2)c(=O)n(C)c1=O | i | 21 | i | 1.8
CCOc1ccc(OCC(O)CN2CCN(S(=O)(=O)c3cccc(C(F)(F)F)c3)CC2)cc1 (centres undefined) | i | 28 | i | 0.6
Cc1noc(C)c1CSCC(=O)N(C)CC(=O)Nc1ccccc1Br | i | 58 | i | 0.8
COc1ccc(OCCCC(=O)ON=C(N)c2ccccc2Cl)cc1 | i | 56 | i | 0.9

Fetched by compound from the list above, 4 records:
SMILES | T cell HTS | T cell HTS vesicle-bound % | Myeloid diff 2 | Myeloid diff 2 GFP+ MAC1+ %
Cn1c(N)c(C(=O)COC(=O)c2ccccc2C(F)(F)F)c(=O)n(C)c1=O | i | 9 | i | 1.0
COc1ccc(N2CCN(S(=O)(=O)c3c[nH]c(=O)[nH]c3=O)CC2)cc1 | i | 55 | i | 1.4
CN(CC(=O)Nc1ccccc1C(F)(F)F)C(=O)C1CCN(C(=O)c2ccc(Cl)cc2)CC1 | i | 28 | i | 0.6
O=c1cc(CSc2ccc(Cl)cc2)nc(-c2ccccn2)[nH]1 | i | 44 | u | x

Additional entries follow.
SMILES | T cell HTS | T cell HTS vesicle-bound % | Myeloid diff 2 | Myeloid diff 2 GFP+ MAC1+ %
C[C@H](CO)N1C[C@H](C)[C@@H](CN(C)C(=O)Nc2ccc3c(c2)OCO3)Oc2ccc(NC(=O)C3CCCCC3)cc2C1=O | i | 20 | i | 0.5
NCc1cccc(CNc2ccc([N+](=O)[O-])cc2C(N)=O)c1 | i | 16 | i | 1.5
CCCCOC(=O)c1ccc(NC(=O)c2ccc(F)cc2F)cc1 | i | 22 | i | 2.8
O=C1[C@H]2CCCC[C@H]2C(=O)N1CCCCN1CCN(c2nsc3ccccc23)CC1 | i | 17 | i | 8.0
COc1ccc(OC)c(-c2nc(C(=O)NCC3CCCO3)cc3c2[nH]c2ccccc23)c1 (centres undefined) | i | 30 | i | 1.6
C=CCNc1oc(-c2ccc(-c3ccccc3)cc2)nc1C#N | i | 15 | i | 2.0
O=C(O)C[C@H]1c2cc(C(F)(F)F)ccc2S(=O)(=O)N1Cc1ccccc1 | i | 6 | i | 1.6
CCN(C(=O)CN1C(=O)NC2(CCc3ccccc32)C1=O)C1CCCCC1 (centres undefined) | i | 29 | i | 0.8
CN(CC(=O)Nc1cccc(S(=O)(=O)N2CCOCC2)c1)CC(=O)Nc1ccc(Cl)c(C(F)(F)F)c1 | i | 45 | i | 1.2
CC(=O)Nc1cccc(C(=O)NNC(=O)c2ccccc2-n2cccc2)c1 | i | 42 | i | 1.6
CN(CC(=O)Nc1cccc(F)c1)C(=O)/C=C/c1ccc(Br)s1 | i | 31 | i | 0.8
Cc1nc(SCc2nc3c([N+](=O)[O-])cccc3[nH]2)c2oc3ccccc3c2n1 | i | 12 | i | 3.4
COC(=O)[C@]1(Cc2ccccc2)N[C@H](CN(C)C(=O)c2ccc(C)cc2)[C@@H]2C(=O)N(C)C(=O)[C@@H]21 | i | 21 | i | 1.8
N#Cc1nc(Nc2cc(F)cc(F)c2)c2ncn(CC(F)F)c2n1 | i | 16 | i | 0.0
O=C(c1ccc(S(=O)(=O)N2CCCCCC2)cc1)N1CCCC(C(F)(F)F)C1 (centres undefined) | i | 38 | i | 1.5
CN(C(=O)COC(=O)c1nn(C)c(=O)c2ccccc12)c1c(N)n(Cc2ccccc2)c(=O)[nH]c1=O | i | 17 | i | 0.3
N#Cc1ccccc1NC(=O)COC(=O)/C=C/c1ccc(S(=O)(=O)N2CCOCC2)cc1 | i | 44 | i | 1.3
COc1ccc(C(=O)OCC(=O)NC2CC2)cc1S(=O)(=O)N(C)Cc1ccccc1 | i | 38 | i | 0.4
COc1ccc(S(=O)(=O)N2CCCC2CNC(=O)C(=O)NCc2ccccc2)cc1 (centres undefined) | i | 47 | i | 1.3
NC(=O)NC(Cc1ccccc1)C(=O)N1CCN(S(=O)(=O)c2ccc(Cl)cc2)CC1 (centres undefined) | i | 36 | i | 0.9
Cc1cc(C)n2nc(C(=O)OCC(=O)NC(=O)c3ccccc3)nc2n1 | i | 46 | i | 0.4
O=C(CSc1ccc(Br)cc1)N1CCOCC1 | i | 50 | i | 0.6
